14-3-3g Raf – modulators of 14-3-3 gamma protein binding, primary screen, biochemical, fluorescence polarization | inhibition, % at 40 µM | AID 422, 2006 | FP, 14-3-3gamma / TMR-pS259-Raf peptide binding | 14-3-3 protein gamma (Homo sapiens), P61981 | 0.19% of 160,000 active; in the data active = inhibition above about 30%;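 also: 0% = protein plus tracer without compound and 100% = blank with tracer alone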
Target sequence (P61981 whole entry, looked up): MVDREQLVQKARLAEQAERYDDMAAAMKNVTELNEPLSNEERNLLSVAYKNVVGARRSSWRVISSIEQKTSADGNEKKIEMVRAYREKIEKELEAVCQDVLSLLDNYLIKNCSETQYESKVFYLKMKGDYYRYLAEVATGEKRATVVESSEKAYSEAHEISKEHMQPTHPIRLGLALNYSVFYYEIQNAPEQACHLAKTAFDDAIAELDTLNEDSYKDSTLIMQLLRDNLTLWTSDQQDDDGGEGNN
Active calls of the source: *; & = joins results of further samples. This is a subset, so the mix of outcomes need not match the whole.

SMILES | 14-3-3g Raf
O=C1CC(C(=O)Nc2ccc(Br)cc2)SC(=Nc2ccccc2)N1 (configuration not stated) | -10
Cn1c(=O)c2c(nc(CN3CCN(c4ccccc4)CC3)n2Cc2ccccc2Cl)n(C)c1=O | -1
CC1=CCC(C(=O)O)(C(=O)n2nc(C)cc2C)C(c2ccc(F)cc2)C1 (configuration not stated) | 7
CC(=O)NCC1(c2ccccc2)CCOCC1 | -5
O=C(NC12CC3CC(CC(C3)C1)C2)N1CCC(n2nnc3ccccc32)CC1 | -6
Cc1nc(-c2ccccc2)sc1C(=O)Nc1ccc(Br)cc1 | -1
COc1ccc(OC)c(Nc2nc(-c3cc4cc(Cl)ccc4oc3=O)cs2)c1 | -10
O=C(Nc1ccc(Br)cc1)c1ccc(F)c(S(=O)(=O)N2CCc3ccccc32)c1 | -7
Cc1cc(C(=O)CSc2nnc(-c3ccco3)o2)c(C)n1Cc1ccco1 | -10
CN1CCN(c2ccc(N3C(=O)CCCC3=O)cc2[N+](=O)[O-])CC1 | 3
O=C(Nc1ccccc1C(=O)OC(C(=O)c1ccccc1)c1ccccc1)c1ccccc1 (configuration not stated) | 3
CCC(C)NC(=O)C(C)N1C(=O)COc2ccc(C)cc21 (configuration not stated) | -2
COC(=O)c1ccc(C2Nc3ccc(S(=O)(=O)Nc4cccc(C)c4)cc3C3C=CCC32)cc1 (configuration not stated) | -107
COc1ccc(OC)c(C2C3=C(CCCC3=O)Nc3ccc4nc(C)ccc4c32)c1 (configuration not stated) | -6
COCCNC(=O)c1cnn2c(C(F)(F)F)cc(-c3ccc4c(c3)OCO4)nc12 | -6
O=C(CNCc1ccccc1)C12CC3CC(CC(C3)C1)C2 | -2
CC(C)Sc1oc(-c2ccc(F)cc2)nc1S(=O)(=O)c1ccc(Cl)cc1 | -120
CCc1nc(C)ccc1OCC(=O)NCCCN(C)C | -4
FC(F)(F)c1cc(-c2cccs2)nc(NC2CCCC2)n1 | -11
Cc1cnn(C(=S)NCc2ccco2)c1 | -15
COc1ccc(C(=O)Nc2cc3nn(-c4ccc(C)cc4)nc3cc2C)cc1OC | 8
c1coc(-c2nc3nc4ccccc4nc3n2-c2ccc3c(c2)OCCO3)c1 | -2
C1CCC2(CC1)OCC1(CO2)COC2(CCCCC2)OC1 | -4
O=C(Nc1ccc2nn(-c3cccc(Cl)c3)nc2c1)c1cccc2ccccc12 | -9
Cc1occc1C(=O)Nc1nccs1 | -14
Cc1ccc2nc(NC(=O)C3CCN(S(=O)(=O)c4ccc(Br)s4)CC3)sc2c1 | -2
O=C(Nc1nnc(-c2ccncc2)s1)C1CCCO1 (configuration not stated) | 1
O=C(CCCn1c(=O)c2ccccc2n(Cc2ccccc2F)c1=O)NCc1ccccc1Cl | -9
Cc1cc(C)c(S(=O)(=O)NCC2CCC(C(=O)NC3CCCCC3C)CC2)c(C)c1 (configuration not stated) | -4
COc1cccc(C2=NN(C(C)=O)C3(CCCC3)O2)c1 | 3
Cc1cc(NC(=O)CSc2nccn2-c2ccccc2)no1 | -2
CCOC(=O)CSc1nnc(Cc2cc(=O)[nH]c(=O)[nH]2)n1-c1ccc(Cl)cc1 | 7
CC(=O)Nc1cc(C(=O)NC2CCCCC2C)ccc1S(=O)(=O)c1ccc(Cl)cc1 (configuration not stated) | 3
CCC(=O)N1CCc2cc(S(=O)(=O)Nc3c(C)cc(C)cc3C)ccc21 | 17
CCCCC(=O)Nc1c2c(nn1-c1ccc(C)cc1C)CSC2 | 7
Cc1ccc(-n2nnc3c(SCC(=O)NCC4CCCO4)ncnc32)cc1 (configuration not stated) | -1
CCOC(=O)c1sc(N)nc1C | -4
CCOC(=O)c1cnc2c(C)cc(C)cc2c1NCc1ccccc1 | 0
COC(=O)C1=C(N)OC2=C(C(=O)CC(c3ccccc3)C2)C1c1cccnc1 (configuration not stated) | 0
CN(C)C=Nc1ncc2c3ccccc3n(CCN(C)C)c2c1C#N | -6

Four successive compounds already listed:
SMILES | 14-3-3g Raf
CCOC(=O)c1sc(N)nc1C | -4
CCOC(=O)c1cnc2c(C)cc(C)cc2c1NCc1ccccc1 | 0
COC(=O)C1=C(N)OC2=C(C(=O)CC(c3ccccc3)C2)C1c1cccnc1 (configuration not stated) | 0
CN(C)C=Nc1ncc2c3ccccc3n(CCN(C)C)c2c1C#N | -6

Next section:
SMILES | 14-3-3g Raf
Cc1cc(OCC(=O)Nc2ccc(C(=O)OC3CCCCC3)cc2)ccc1Cl | -8
O=C(CCCn1c(=S)[nH]c2ccsc2c1=O)NC1CC1 | -2
Cc1ccc(NC2=CC(c3ccc([N+](=O)[O-])cc3)N(c3ccc(C)cc3)C2=O)cc1 (configuration not stated) | -13
Cc1cc(C)c(C(=O)c2ccc(C(=O)N3CCN(Cc4csc(C)n4)CC3)cc2)c(C)c1 | -2
CS(=O)(=O)NCc1csc(-c2ccccc2)n1 | 6
Cc1ccc(NC(=O)c2ccccc2NC(=O)c2ccccc2)cc1C | 2
COc1ccc(Nc2nc(-c3sc(C)nc3C)cs2)cc1 | 5
O=C(Nc1ccc2snnc2c1)N1CCOCC1 | 0&1
CCC(Oc1ccccc1)C(=O)Nc1ccc(-c2nnc(-c3ccco3)o2)cc1 (configuration not stated) | -28
Cc1c(C(=O)Nc2c3c(nn2-c2ccc(F)cc2)CSC3)cccc1[N+](=O)[O-] | -5
O=C(c1ccc(S(=O)(=O)N2CCOCC2)cc1)N1CCN(CCN2C(=O)c3cccc4cccc(c34)C2=O)CC1 | 1
CCSc1nnc2c(n1)OC(c1ccc(OC(C)=O)c(OC)c1)N(C(C)=O)c1ccccc1-2 (configuration not stated) | 2
Brc1c(CSc2nc3ccccc3[nH]2)nc2ncccn12 | -7
COc1cc2c(cc1OC)C(COc1cc(C)cc(C)c1)N(C(=O)c1cccc([N+](=O)[O-])c1)CC2 (configuration not stated) | -3
COc1ccc(C2C3=C(CC(C)(C)CC3=O)N=C3c4ccccc4C(=O)C32)cc1 (configuration not stated) | -47
CCOc1ccccc1NC(=O)COc1ccc(C(C)(C)C)cc1 | 1
COc1ccccc1CNC(=O)Cn1c(=O)c2ccccc2n(C)c1=O | -6
N#Cc1nc(COc2ccc(Cl)cc2)oc1N1CCCCCC1 | -4
CCN(C(=O)Cc1c(C(=O)O)[nH]c2ccc(Cl)cc12)c1ccc(C)c(C)c1 | -1
CCOc1ccc(OCC)c(NC(=O)CSc2nnc(Cn3cnc4ccccc43)n2C)c1 | -10

By substructure, the compounds so far with two or more sulfur atoms.
SMILES | 14-3-3g Raf
CC(C)Sc1oc(-c2ccc(F)cc2)nc1S(=O)(=O)c1ccc(Cl)cc1 | -120
Cc1ccc2nc(NC(=O)C3CCN(S(=O)(=O)c4ccc(Br)s4)CC3)sc2c1 | -2
O=C(CCCn1c(=S)[nH]c2ccsc2c1=O)NC1CC1 | -2
CS(=O)(=O)NCc1csc(-c2ccccc2)n1 | 6
COc1ccc(Nc2nc(-c3sc(C)nc3C)cs2)cc1 | 5

(list continues)
SMILES | 14-3-3g Raf
CCOC(=O)COn1c(=O)c(=O)n(OC)c2ccccc21 | -10
CCN(CC)C(=O)Cn1cnc2sc(C(=O)Nc3cc([N+](=O)[O-])ccc3OC)c(C)c2c1=O | -15
COc1cc(C(C#N)N2CCC(c3ccccc3)=N2)ccc1O (configuration not stated) | -6
O=C(C1CCC(Cn2c(=S)[nH]c3ccccc3c2=O)CC1)N1CCOCC1 (configuration not stated) | -2&-5
Cc1cccn2c(=O)c3cc(C(=O)N(C)Cc4ccccc4)sc3nc12 | -2
COc1cc2[nH]c(=S)nc(Nc3cccc(C)c3)c2cc1OC | -12
CCOc1ccccc1NC(=O)CCN1CCN(c2ccc(F)cc2)CC1 | -1
O=C(c1ccc(CSCc2ccc(Cl)cc2)o1)N1CCCC1 | -5
O=[N+]([O-])c1c(Nc2ccccc2I)ccc2nonc12 | -4
O=C(CCN1C(=O)c2ccccc2C1=O)N1CCOCC1 | 0
Cc1cc(C(=O)N2CCN(C(c3ccccc3)c3ccccc3)CC2)on1 | -5
CCCCc1cc(=O)oc2c(C)c3oc4c(c3cc12)CCCC4 | 2
Nc1ccc2nc(-c3ccco3)[nH]c2c1 | -7
COc1ccc(Cl)cc1N(C)S(=O)(=O)c1ccc2[nH]cc(C(=O)NCCC3=CCCCC3)c(=O)c2c1 | -5
Cc1ccc(C)c(Nc2cc(C(=O)NCc3cccnc3)c3ccccc3n2)c1 | -96
CN1CC2([N+](=O)[O-])CC=C(OCCO)C([N+](=O)[O-])(C1)C2 (configuration not stated) | 0
O=c1c2cc3ccccc3cc2[nH]c(=S)n1CCCN1CCCC1 | -38
CC(C)Cn1c(-c2ccc(S(=O)(=O)N3CCOCC3)cc2)csc1=Nc1ccc(F)cc1 | 3
O=C(O)c1cccc(NC(=O)c2ccccc2NC(=O)c2cccs2)c1 | -6
CCS(=O)(=O)N1CCC(NC(=O)C2CCCCC2)CC1 | -9
Cc1ccc(C(C(=O)NC2CCCCC2)N2CCOCC2)cc1 (configuration not stated) | 4
NC(=O)c1c(NC(=O)c2cccs2)sc2c1CCCCCC2 | -5
CCCNS(=O)(=O)c1cc(Br)cc2c1N(C(=O)C1CC1)CC2 | 1
CCC(CO)Nc1ncnc2c1cnn2-c1ccc(OC)cc1 (configuration not stated) | -9
Cc1ccc(-c2nnc(Nc3ccc(F)cc3)c3ccccc23)cc1S(=O)(=O)NCCO | -3
CN1CCc2nc3sc(C(=O)c4ccc5c(c4)OCCO5)c(N)c3cc2C1 | -35
Cc1ccc2c(c1)c(=O)c(C(=O)O)cn2C | 2
O=C(CSc1nnc(-c2ccccc2)o1)OCc1ccccc1 | -3
O=[N+]([O-])c1ccc(C2=Nn3c(nnc3-c3ccccc3Br)SC2)cc1 | -1
Cc1cccc(C(=O)N2CCN(c3ccc([N+](=O)[O-])c(NCc4ccco4)c3)CC2)c1 | -7
Cc1ccc(Cn2c(SCC(=O)N3CCCC3)nc3ccsc3c2=O)cc1 | 2
CCOC(=O)N1CCC(N2C(=O)c3ccccc3C2Nc2cc(OC)c(OC)c(OC)c2)CC1 (configuration not stated) | -1
C=CCN1C(=O)C(O)(CC(=O)c2ccc(OC)cc2)c2cc(Br)ccc21 (configuration not stated) | -1
O=C(c1cccc(Br)c1)N1CCN(c2ccc(Cl)cc2)CC1 | -1
O=C(O)CN1C(=O)CC(Cc2ccccc2)C1=O (configuration not stated) | 1
CC(C)NC(=O)c1cc(=O)[nH]c2ccc(S(=O)(=O)N3CCCCCC3)cc12 | -2
COC(=O)c1ccccc1NC(=O)c1ccc(NS(C)(=O)=O)cc1 | -2
COc1ccc(C2=Nn3c(nnc3-c3ccccc3)SC2)cc1OC | 2
O=C(Nc1ccc(-c2noc(-c3ccccc3Br)n2)cc1)c1ccccn1 | -6
COc1ccc(C(C)=O)cc1N1C(=O)C2C3c4ccccc4C(c4ccccc43)C2C1=O (configuration not stated) | -3

3 structures out of the list, sorted by molecular weight, ascending.
SMILES | 14-3-3g Raf
Brc1c(CSc2nc3ccccc3[nH]2)nc2ncccn12 | -7
c1coc(-c2nc3nc4ccccc4nc3n2-c2ccc3c(c2)OCCO3)c1 | -2
CCN(C(=O)Cc1c(C(=O)O)[nH]c2ccc(Cl)cc12)c1ccc(C)c(C)c1 | -1

Next records
SMILES | 14-3-3g Raf
CCN(C(=O)CSc1nnc(Cn2nnc3ccccc32)o1)c1nc(-c2ccccc2)cs1 | -1
O=C(CCCNS(=O)(=O)c1cccc2nsnc12)N1CCCCC1 | -10&2
CCC(=O)N1CCc2cc(Br)cc(S(=O)(=O)N3CCC(C(=O)Nc4ccccc4F)CC3)c21 | -5
COc1ccc(C2C(C(=O)c3ccccc3)C(=O)CC(C)(O)C2C(=O)c2ccccc2)cc1 (configuration not stated) | 0
COc1ccc(-c2ncc3ccccn23)cc1 | -21
CC1=NN(C(=O)c2ccc(F)cc2)C(O)(C(F)(F)F)C1 (configuration not stated) | -1
C=COc1ccc(NC(=O)c2ccccc2C(=O)O)cc1 | -16
Cc1ccc(C2=NN(C(=O)c3ccccc3O)C(O)(C(F)(F)F)C2)cc1 (configuration not stated) | 1
O=C(Nc1ccc(S(=O)(=O)N2CCc3ccccc32)cc1)c1cccs1 | -42
O=C(c1ccc(S(=O)(=O)c2ccc(Br)cc2)c([N+](=O)[O-])c1)N1CCN(c2ccc(F)cc2)CC1 | 7
Cn1nnc2cc(C(=O)NCc3ccco3)ccc21 | 0
CCOC(=O)c1cc(Oc2ncnc3scc(-c4ccccc4)c23)cc(C(=O)OCC)c1 | -45
CCC1Oc2ccc(Cl)cc2N(CC(=O)O)C1=O (configuration not stated) | -6&0
COc1ccc(-n2c(=O)c3ccccc3n(Cc3ccccc3F)c2=O)cc1OC | -2
Cc1ccc(NC(=O)c2ccccc2F)nc1 | 2
Cc1ccc(S(=O)(=O)N2CCN(S(C)(=O)=O)C2c2ccccc2)cc1 (configuration not stated) | 8
Cc1ccc2ccc(C(Nc3ccccn3)c3ccc(F)cc3)c(O)c2n1 (configuration not stated) | -16
CCS(=O)(=O)NCc1ccc2[nH]c3c(c2c1)CCCC3 | -3
COc1cc(N)ccc1Cc1ccc(N)cc1OC | -5
Cc1ccc(CNC(=O)c2cccc(-n3c(=S)[nH]c4cc(Cl)ccc4c3=O)c2)cc1 | -11
COc1ccccc1S(=O)Cc1ccc(C(=O)NCCc2ccc(Cl)cc2)o1 (configuration not stated) | -7
Cn1cc(CC(=O)N2CCN(c3ccccn3)CC2)c2ccccc21 | 6
Cc1cccc(-n2nc3c(c2NC(=O)c2ccc(Br)o2)CSC3)c1C | 3&2
CCCCCNc1nc2ccccc2nc1NS(=O)(=O)c1ccc(Cl)cc1 | -6
CCOc1ccc(CC(=O)Nc2ccccc2[N+](=O)[O-])cc1OCC | -3
CCOc1ccc(NS(=O)(=O)c2ccc3c(c2)C2C=CCC2C(c2ccc([N+](=O)[O-])cc2)N3)cc1 (configuration not stated) | -25
c1ccc(-c2csc(Nc3ncccn3)n2)nc1 | -6

Screening results (PubChem BioAssay)
